b-catenin transl = modulators of beta-catenin nuclear translocation; AID 1665; 190,000 tested, 0.3% active; nuclear translocation activity, % at 5 µM; HeLa beta-catenin nuclear translocation, immunofluorescence imaging;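 active = nuclear translocation activity above 50% at 5 µM, with a well cell count of 50 or more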;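 also: per-cell ratio of nuclear to cytoplasmic median beta-catenin stain intensity; plate controls were DMSO negative control for no effect and GSK-3 inhibitor IX positive control for full effect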
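Technique: fluorescence imaging of beta-catenin antibody stain plus DAPI / Material: human HeLa cell line / Incubation: compound treatment 24 h, 37°C, 5% CO2 / Read-out basis: % activation of per-cell nuclear versus cytoplasmic median beta-catenin signal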
Myeloid diff 2 = compounds promoting myeloid differentiation; ER-HoxA9 myeloid progenitors, lysozyme-GFP differentiation, flow cytometry; calls only at 10 µM; 360,000 tested, 1% active;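 active = normalized GFP-positive differentiation at or above the plate's own cutoff, the solvent-only control mean plus 3 SD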;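 also: cells exposed to compound for four days before flow analysis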
TNAP activators = stimulation of alkaline phosphatase TNAP activity – biochemical, luminescent, no phosphate acceptor, uHTS, primary screen (AID 1001); purified TNAP, luminescent activation assay, no phosphate acceptor; higher activation fold means a stronger effect; activation fold at 20 µM, or EC50 in µM where a hit was titrated; 200,000 tested, 0.03% active; in the data active = activation fold from about 3, or a potency from the dose series; inactive = the rest, 99 in 100 with activation fold below about 1.6; also: many of its hits are not listed in these tables
MT stabilizer = stabilizes microtubules in HeLa cells. % tubulin-high responders, % at 10 µM. HeLa tubulin immunostaining HCS, 24 h; share of cells brighter than vehicle mean+2SD. 200,000 tested, 0.83% active. AID 2205;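 active = plate Z-score above 3 for both tubulin-high and condensed-nucleus cell shares, with cell loss under 80%, at 10 µM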;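 also: anti alpha tubulin signal scored within the nucleus-defined area of each cell; some results filed as inactive read as strong as hits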
Ins promoter up = MIN6 insulin promoter up-regulation | MIN6 insulin promoter-GFP reporter, high-content imaging; stronger effect = higher value | z-score at 5 µM | 190,000 tested, 0.3% active;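 active = z-score above 3 at 5 µM with at least 500 cells counted in the well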
T cell modulator = T cell immune modulators affecting CD8 T cell-vesicle binding; 330,000 tested, 0.068% active; 2C CD8+ T cell-vesicle binding, flow cytometry; stronger effect = lower value; calls only at 7 µM;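 active = response, share of CD8 T cells binding vesicles, and their 90th percentile fluorescence all below set limits, cut at about 80% in these data, passing the limit was not always enough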
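Also added: QL9-peptide-loaded Drosophila micro-vesicles bearing Ld, ICAM-1 and B7-1; Test system: purified 2C TCR transgenic mouse naive CD8+ T cells; Measured by: cytometric PE anti-B7-1 and Alexa647 anti-CD8 signals after 1% paraformaldehyde fixation; Timing: binding step 1.5 h, 37 °C, antibody labelling 20 min, ice.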
Dynein transport = blocks dynein driven cargo transport along microtubules. 220,000 tested, 0.47% active. 3617.4 mouse cells, GR-EGFP nuclear translocation imaging; test concentration mostly 20 µM; stimulated with dexamethasone, 1 µM; stronger effect = lower value. AID 1381. z-score, hits read low;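 active = plate z-score of nuclear minus cytoplasmic receptor signal below a set negative limit, without overly bright fluorescence or cell loss, cut at about -3.5 in these data, passing the limit was not always enough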;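 also: z-score of nuclear minus cytoplasmic ring GR-EGFP intensity difference per well; some compounds called inactive have numbers as strong as hits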
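Buffer or medium: tet-free medium with charcoal-stripped serum / Also added: dexamethasone agonist, 1.0 µM final, for 30 min / Timing: induction 48 h, compound 1 h, agonist 30 min / Measured by: high-content fluorescence imaging after fixation / Read-out: nuclear-to-cytoplasmic GR-EGFP distribution per well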
human PMI inhibition = inhibitors of human PMI, primary screen, biochemical, fluorescence intensity, coupled assay (AID 1209); purified PMI enzyme, coupled fluorescence intensity; higher % means a stronger effect; inhibition, % at 20 µM, or IC50 in µM where a hit was titrated; 190,000 tested, 0.42% active; in the data active = inhibition above about 50%;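 also: plate controls were DMSO vehicle for no effect and wells lacking substrate for full effect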
Hep lipid drop = hepatic lipid droplet formation modulation. AML12 mouse hepatocytes, oleate lipid droplets, BODIPY imaging. inhibition, % at 6.5 µM. 240,000 tested, 0.4% active;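 active = lipid droplet intensity inhibited by at least 50%, with more than 500 cells counted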
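Test system: AML12 mouse liver cells; schedule: overnight exposure; technique: high-content imaging of BODIPY-stained droplets and DAPI nuclei; read-out: % inhibition of corrected integrated BODIPY droplet signal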
Dynein transport cytoplasmic EGFP = recorded beside Dynein transport, whose call it bears; z-score; measured here: cytoplasmic GR-EGFP intensity; stronger effect = higher value
Dynein transport nuclear GR-EGFP = also measured in Dynein transport; calls as there; z-score; measured here: nuclear GR-EGFP intensity;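 lower value marks the stronger effect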
Dynein transport cell count = recorded beside Dynein transport, whose call it bears; z-score; measured here: cell count per field
Ins promoter up cell count = recorded beside Ins promoter up, whose call it bears; cell count; measured here: cytotoxicity, nuclei count;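 total cells summed across four imaged fields per well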
Hep lipid drop cells 6.5 µM = also measured in Hep lipid drop; calls as there; cell count; measured here: cell count, cytotoxicity flag;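 cells counted across two imaged fields per well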
b-catenin transl cell count 5 µM = second read-out of b-catenin transl, no call of its own (marks repeat the call); cell count; measured here: cell count, cytotoxicity flag
T cell modulator vesicle-bound % = also measured in T cell modulator; calls as there; double positive events, %; measured here: CD8+ vesicle-bound cell fraction;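 binding gate set so that unloaded-vesicle control wells show 10% double positive cells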
MT stabilizer Hoechst-high % = second read-out of MT stabilizer, no call of its own (marks repeat the call); % Hoechst-high responders; measured here: nuclear condensation Hoechst responders;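 share of cells brighter than vehicle mean plus two SD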
MT stabilizer cytotoxicity % = second read-out of MT stabilizer, no call of its own (marks repeat the call); toxicity, %; measured here: cytotoxicity by cell density;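 0% = mean cell density of plate MIN control wells and 100% = no cells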
Myeloid diff 2 GFP+ MAC1+ % = recorded beside Myeloid diff 2, whose call it bears; GFP+ MAC1+ double positive, %; measured here: differentiation confirmed by MAC1 staining
Numbers without * were called inactive.

CC1CCCCN1C(=O)COc1ccc2ccc(=O)oc2c1 (stereo not drawn) was read as b-catenin transl -0.5, Myeloid diff 2 inactive, TNAP activators 1.1, MT stabilizer 8.0, Ins promoter up -0.19, T cell modulator inactive, Dynein transport 1.2, human PMI inhibition 8%, Hep lipid drop 5, Dynein transport cytoplasmic EGFP -0.3, Dynein transport nuclear GR-EGFP 0.73, Dynein transport cell count -0.34, Ins promoter up cell count 1209, Hep lipid drop cells 6.5 µM 643, b-catenin transl cell count 5 µM 1066, T cell modulator vesicle-bound % 24, MT stabilizer Hoechst-high % 3.5, MT stabilizer cytotoxicity % 3.0 and Myeloid diff 2 GFP+ MAC1+ % 1.2.
`COC(=O)CN1C(c2ccc(OC)cc2)=Nc2ccc(Cl)cc2C1c1ccccc1` (stereo not drawn) gave b-catenin transl -1.2, Myeloid diff 2 inactive, TNAP activators 1.1, MT stabilizer 3.0, Ins promoter up -0.84, T cell modulator inactive, Dynein transport 3, human PMI inhibition 17%, Hep lipid drop -36, Dynein transport cytoplasmic EGFP -0.00089, Dynein transport nuclear GR-EGFP 2.5, Dynein transport cell count -1.7, Ins promoter up cell count 1389, Hep lipid drop cells 6.5 µM 645, b-catenin transl cell count 5 µM 1110, T cell modulator vesicle-bound % 54, MT stabilizer Hoechst-high % 1.4, MT stabilizer cytotoxicity % 9.8 and Myeloid diff 2 GFP+ MAC1+ % 0.6.
`CCOc1cccc(C(=O)Nc2ccc3oc(Cc4ccc(Cl)cc4)nc3c2)c1` gave b-catenin transl 0.8, Myeloid diff 2 inactive, TNAP activators 1.1, MT stabilizer 21, Ins promoter up -0.33, T cell modulator inactive, Dynein transport 0.028, human PMI inhibition 14%, Hep lipid drop -2, Dynein transport cytoplasmic EGFP -0.23, Dynein transport nuclear GR-EGFP -0.0098, Dynein transport cell count 1.9, Ins promoter up cell count 744, Hep lipid drop cells 6.5 µM 825, b-catenin transl cell count 5 µM 910, T cell modulator vesicle-bound % 9, MT stabilizer Hoechst-high % 14, MT stabilizer cytotoxicity % 18 and Myeloid diff 2 GFP+ MAC1+ % 0.6.
Screening CC(Sc1c[nH]c2ccccc12)C(=O)O (stereo not drawn) returned Myeloid diff 2 inactive, TNAP activators 1.1, MT stabilizer 1.7, T cell modulator inactive, Dynein transport -0.2, human PMI inhibition -9%, Hep lipid drop 6, Dynein transport cytoplasmic EGFP -0.44, Dynein transport nuclear GR-EGFP -0.37, Dynein transport cell count 0.81, Hep lipid drop cells 6.5 µM 798, T cell modulator vesicle-bound % 21, MT stabilizer Hoechst-high % 0.9, MT stabilizer cytotoxicity % 22 and Myeloid diff 2 GFP+ MAC1+ % 3.5.
Screening O=C1C2ON(c3ccccc3)C(c3cccnc3)C2C(=O)N1c1ccc(Cl)c(Cl)c1 (stereo not drawn) returned b-catenin transl 2.3, Myeloid diff 2 inactive, TNAP activators 1.1, MT stabilizer 6.0, Ins promoter up -0.15, T cell modulator inactive, Dynein transport 0.096, human PMI inhibition 9%, Dynein transport cytoplasmic EGFP -0.11, Dynein transport nuclear GR-EGFP 0.56, Dynein transport cell count -1.4, Ins promoter up cell count 946, b-catenin transl cell count 5 µM 1145, T cell modulator vesicle-bound % 48, MT stabilizer Hoechst-high % 2.1, MT stabilizer cytotoxicity % 6.7 and Myeloid diff 2 GFP+ MAC1+ % 4.3.
Screening Cc1ccc(-c2nnn(CC(=O)N(CCN3CCOCC3)C(C(=O)NC3CCCC3)c3ccncc3)n2)o1 (stereo not drawn) returned b-catenin transl -1.5, Myeloid diff 2 inactive, TNAP activators 1, MT stabilizer 0.9, Ins promoter up 0.2, T cell modulator inactive, Dynein transport -0.5, Hep lipid drop -3, Dynein transport cytoplasmic EGFP 0.64, Dynein transport nuclear GR-EGFP -0.25, Dynein transport cell count -0.55, Ins promoter up cell count 1509, Hep lipid drop cells 6.5 µM 671, b-catenin transl cell count 5 µM 1545, T cell modulator vesicle-bound % 8, MT stabilizer Hoechst-high % 1.3, MT stabilizer cytotoxicity % 4.8 and Myeloid diff 2 GFP+ MAC1+ % 0.4.
`Cc1cc(C)nc(-n2nc(C)c3c(C(=O)O)cc(-c4cccc(Br)c4)nc32)n1` gave b-catenin transl -0.4, Myeloid diff 2 inactive, Ins promoter up 0.85, T cell modulator inactive, Dynein transport 0.12, Hep lipid drop 0, Dynein transport cytoplasmic EGFP -0.64, Dynein transport nuclear GR-EGFP -0.12, Dynein transport cell count -1.4, Ins promoter up cell count 962, Hep lipid drop cells 6.5 µM 715, b-catenin transl cell count 5 µM 1365, T cell modulator vesicle-bound % 52 and Myeloid diff 2 GFP+ MAC1+ % 0.4.
For COc1ccc(CN(C(=O)CN2C(=O)COc3ccccc32)C2CCCC2)c(OC)c1 the results were b-catenin transl -0.4, Myeloid diff 2 inactive, TNAP activators 1.1, MT stabilizer 1.4, Ins promoter up -0.59, Dynein transport 1, human PMI inhibition 9%, Hep lipid drop 2, Dynein transport cytoplasmic EGFP -0.021, Dynein transport nuclear GR-EGFP 1, Dynein transport cell count -0.57, Ins promoter up cell count 1366, Hep lipid drop cells 6.5 µM 745, b-catenin transl cell count 5 µM 1051, MT stabilizer Hoechst-high % 1.7, MT stabilizer cytotoxicity % 5.1 and Myeloid diff 2 GFP+ MAC1+ % 17.
Cc1c(C)[n+](=O)c(-c2ccc(F)cc2)c(C)n1[O-] was read as b-catenin transl -3.1, Myeloid diff 2 inactive, TNAP activators 1.1, MT stabilizer 2.9, Ins promoter up -0.17, T cell modulator inactive, Dynein transport -0.0093, human PMI inhibition 5%, Dynein transport cytoplasmic EGFP 0.24, Dynein transport nuclear GR-EGFP 0.045, Dynein transport cell count 0.17, Ins promoter up cell count 1179, b-catenin transl cell count 5 µM 1146, T cell modulator vesicle-bound % 38, MT stabilizer Hoechst-high % 2.2, MT stabilizer cytotoxicity % 12 and Myeloid diff 2 GFP+ MAC1+ % 1.2.
Screening CN(C)S(=O)(=O)c1cccc(C(=O)OCC(=O)NC2CCCc3ccccc32)c1 (stereo not drawn) returned b-catenin transl 1.5, Myeloid diff 2 inactive, TNAP activators 1, MT stabilizer 7.8, Ins promoter up 0.29, T cell modulator inactive, Dynein transport -0.11, human PMI inhibition -1%, Hep lipid drop -6, Dynein transport cytoplasmic EGFP -0.19, Dynein transport nuclear GR-EGFP -0.019, Dynein transport cell count 0.31, Ins promoter up cell count 1325, Hep lipid drop cells 6.5 µM 623, b-catenin transl cell count 5 µM 1045, T cell modulator vesicle-bound % 51, MT stabilizer Hoechst-high % 2.0, MT stabilizer cytotoxicity % 11 and Myeloid diff 2 GFP+ MAC1+ % 4.4.
`COc1cc(OC)c(C2=NOC(C(=O)NCc3cccs3)C2)cc1Cl` (stereo not drawn) gave b-catenin transl 24, TNAP activators 1.2, MT stabilizer 19*, Ins promoter up 0, T cell modulator inactive, Dynein transport -0.96, human PMI inhibition 10%, Hep lipid drop 1, Dynein transport cytoplasmic EGFP -0.33, Dynein transport nuclear GR-EGFP -0.15, Dynein transport cell count 0.51, Ins promoter up cell count 1521, Hep lipid drop cells 6.5 µM 666, b-catenin transl cell count 5 µM 690, T cell modulator vesicle-bound % 6, MT stabilizer Hoechst-high % 62* and MT stabilizer cytotoxicity % 37*.
Screening CCCCCOC(=O)Nc1ccc(S(=O)(=O)Nn2cnnc2)cc1 returned b-catenin transl -0.4, Myeloid diff 2 inactive, TNAP activators 1.1, MT stabilizer 1.4, Ins promoter up 0.85, T cell modulator inactive, Dynein transport 2.3, human PMI inhibition 0%, Dynein transport cytoplasmic EGFP -0.13, Dynein transport nuclear GR-EGFP 1.7, Dynein transport cell count -0.84, Ins promoter up cell count 1034, b-catenin transl cell count 5 µM 1131, T cell modulator vesicle-bound % 4, MT stabilizer Hoechst-high % 1.0, MT stabilizer cytotoxicity % 0.2 and Myeloid diff 2 GFP+ MAC1+ % 7.6.

2 compounds drawn at random from the list so far, as already listed:
`COC(=O)CN1C(c2ccc(OC)cc2)=Nc2ccc(Cl)cc2C1c1ccccc1` (stereo not drawn) gave b-catenin transl -1.2, Myeloid diff 2 inactive, TNAP activators 1.1, MT stabilizer 3.0, Ins promoter up -0.84, T cell modulator inactive, Dynein transport 3, human PMI inhibition 17%, Hep lipid drop -36, Dynein transport cytoplasmic EGFP -0.00089, Dynein transport nuclear GR-EGFP 2.5, Dynein transport cell count -1.7, Ins promoter up cell count 1389, Hep lipid drop cells 6.5 µM 645, b-catenin transl cell count 5 µM 1110, T cell modulator vesicle-bound % 54, MT stabilizer Hoechst-high % 1.4, MT stabilizer cytotoxicity % 9.8 and Myeloid diff 2 GFP+ MAC1+ % 0.6.
CC1CCCCN1C(=O)COc1ccc2ccc(=O)oc2c1 (stereo not drawn) was read as b-catenin transl -0.5, Myeloid diff 2 inactive, TNAP activators 1.1, MT stabilizer 8.0, Ins promoter up -0.19, T cell modulator inactive, Dynein transport 1.2, human PMI inhibition 8%, Hep lipid drop 5, Dynein transport cytoplasmic EGFP -0.3, Dynein transport nuclear GR-EGFP 0.73, Dynein transport cell count -0.34, Ins promoter up cell count 1209, Hep lipid drop cells 6.5 µM 643, b-catenin transl cell count 5 µM 1066, T cell modulator vesicle-bound % 24, MT stabilizer Hoechst-high % 3.5, MT stabilizer cytotoxicity % 3.0 and Myeloid diff 2 GFP+ MAC1+ % 1.2.

Source: PubChem
